Screens: PubChem BioAssay, Emory University Molecular Libraries Screening Center
14-3-3g Raf: modulators of 14-3-3 gamma protein binding, primary screen, biochemical, fluorescence polarization | 14-3-3 protein gamma (Homo sapiens), P61981 | FP, 14-3-3gamma / TMR-pS259-Raf peptide binding | inhibition, % at 40 µM | actives 0.19% (n = 160,000) | AID 422, 2006; in the data active = inhibition above about 30%;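 note: 0% = protein plus tracer without compound and 100% = blank with tracer alone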
Target sequence (P61981 whole entry, looked up): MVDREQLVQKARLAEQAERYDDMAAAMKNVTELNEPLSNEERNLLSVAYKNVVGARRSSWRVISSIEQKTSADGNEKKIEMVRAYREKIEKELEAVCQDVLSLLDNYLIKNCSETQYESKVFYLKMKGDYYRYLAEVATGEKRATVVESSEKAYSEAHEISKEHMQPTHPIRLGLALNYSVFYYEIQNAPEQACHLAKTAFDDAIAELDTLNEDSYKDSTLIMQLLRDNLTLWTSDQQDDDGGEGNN
* marks the source's active call; other numbers are inactive results; & = joins results of further samples. Not all compounds are listed. The share of hits here may be higher or lower than overall.

no.	SMILES	14-3-3g Raf
1	O=C(NCCCn1ccnc1)c1sc2ccccc2c1Cl	2
2	CCC1CCCCN1C(=O)CSc1nc(-c2ccco2)cc(C(F)(F)F)n1 (stereo not drawn)	25
3	CC(=O)NC1=NN(C(C)=O)C(c2c(C)n(C)c(=O)n(C)c2=O)S1 (stereo not drawn)	-2
4	COC(=O)C1=NNC2(C)C(=O)N(c3ccccc3)C(=O)C12 (stereo not drawn)	-2
5	Cn1c(=O)c2c(n(C)c1=O)=NC1(CCCCC1)N=2	-10
6	CCOc1ccccc1NC(=O)C(NS(=O)(=O)c1cccs1)C(C)C (stereo not drawn)	-1
7	O=C(Nc1c2c(nn1-c1ccc(F)cc1)CS(=O)(=O)C2)C1(c2ccc(Cl)cc2)CCCC1	2
8	CCN(CC)C(=O)Cn1c(-c2ccccc2Cl)nc2sc(C)c(C)c2c1=O	3
9	COc1ccc2nc(N=CN(C)C)sc2c1	0
10	O=C(C1CCN(S(=O)(=O)c2ccc(Br)s2)CC1)N1CCCCCC1	-1
11	COc1cc2c(cc1OC)C(c1cc3c(cc1Br)OCO3)CC(=O)N2 (stereo not drawn)	5
12	CCOC(=O)c1sc(N)nc1-c1ccccc1	0
13	COC(=O)C(Cc1ccccc1)NS(=O)(=O)c1ccc(Cl)cc1 (stereo not drawn)	-3
14	O=C(CC1CCCCC1)OCn1nnc2ccccc2c1=O	-8
15	Cc1[nH]c2ccccc2c1NC(=O)CN1CCN(Cc2ccc3c(c2)OCO3)CC1	-1
16	O=C(NC12CC3CC(CC(C3)C1)C2)c1ccccc1Nc1cccc(C(F)(F)F)c1	-4
17	O=C(C1=C(O)C(=O)N(CCCn2ccnc2)C1c1cccc([N+](=O)[O-])c1)c1cccs1 (stereo not drawn)	-3
18	CCc1ccc(OC)c(S(=O)(=O)NCCOc2ccccc2)c1	0
19	Cc1ccc(-c2nnc(SCC(=O)Nc3nccs3)o2)cc1C	3
20	Cc1ccccc1N1C(=O)C(Cl)=C(N2CCN(c3ccccc3)CC2)C1=O	-5
21	O=C(NCc1cccnc1)C1CCC(Cn2c(=S)[nH]c3ccccc3c2=O)CC1 (stereo not drawn)	0
22	Cc1ccc(S(=O)(=O)N2CCCC2C(=O)n2nc(C)c(Sc3ccccc3[N+](=O)[O-])c2C)cc1 (stereo not drawn)	-1
23	CCc1ccc(CN2CCN(Cc3cccnc3)CC2)cc1	-2
24	CN(C)c1ccc(C2NC(=O)NC2=O)cc1 (stereo not drawn)	-16
25	CCCCCn1c(NCCCO)nc2c1c(=O)[nH]c(=O)n2C	-13
26	O=C(O)CN1C(=O)C2C3c4ccccc4C(c4ccccc43)C2C1=O (stereo not drawn)	-2
27	CC(C(=O)N(C)C)N(C#N)c1nc(N(C)C)nc(N(C)C)n1 (stereo not drawn)	-2
28	Cc1cc(C)c2[nH]c(=O)c(C(c3nnnn3Cc3ccc4c(c3)OCO4)N3CCC(C)CC3)cc2c1 (stereo not drawn)	-4
29	COc1ccc(Cl)cc1-n1c(=S)sc2c(=O)[nH]c(SCC(=O)NCC3CCCO3)nc21 (stereo not drawn)	-18
30	N#Cc1nc(-c2ccc(Cl)cc2)oc1NCCc1ccccn1	1
31	Nc1nnc(COc2cccc(C(F)(F)F)c2)s1	-4
32	Cc1ccc(-c2csc(Nc3ccc4c(c3)OCO4)n2)cc1C	-16
33	Cc1ccc(S(=O)(=O)N(CCc2ccccc2)CC(=O)Nc2cccc3ccccc23)cc1	-3
34	O=C1CN(C(=O)c2ccc(S(=O)(=O)N3CCOCC3)cc2)C(c2ccc(F)cc2)c2cc(Br)ccc2N1 (stereo not drawn)	-23
35	CC(=O)c1ccc(N2C(=O)NC3(CCCCC3)C2=O)cc1	-3
36	CC1=CC(c2ccco2)n2ncnc2N1 (stereo not drawn)	-8
37	Cc1ccc(OCC(=O)Nc2ccc(N(C)C)cc2)c(Br)c1	-10
38	O=C1c2ccc([N+](=O)[O-])cc2C(=O)N1c1c[nH]c(=O)[nH]c1=O	5
39	CC(C(=O)Nc1sccc1C(N)=O)N1C(=O)C2CC=CCC2C1=O (stereo not drawn)	-11
40	Cc1ccc(N2C(=O)C(N3C(=O)c4cccc([N+](=O)[O-])c4C3=O)C2c2cccs2)cc1Cl (stereo not drawn)	-8

Random excerpt: 4 compounds from above.
no.	SMILES	14-3-3g Raf
34	O=C1CN(C(=O)c2ccc(S(=O)(=O)N3CCOCC3)cc2)C(c2ccc(F)cc2)c2cc(Br)ccc2N1 (stereo not drawn)	-23
37	Cc1ccc(OCC(=O)Nc2ccc(N(C)C)cc2)c(Br)c1	-10
33	Cc1ccc(S(=O)(=O)N(CCc2ccccc2)CC(=O)Nc2cccc3ccccc23)cc1	-3
35	CC(=O)c1ccc(N2C(=O)NC3(CCCCC3)C2=O)cc1	-3

(cont.)
no.	SMILES	14-3-3g Raf
41	O=C1CSC(=O)N1CCN=C1NS(=O)(=O)c2ccccc21	2
42	CCOc1ccc(C(C#N)N2CCOCC2)cc1OC (stereo not drawn)	-2
43	COC(=O)CCC(=O)c1oc2ccc(Cl)cc2c1NC(=O)CCCN1C(=O)c2ccccc2C1=O	9
44	COc1ccc(OC)c(S(=O)(=O)Nc2ccc3oc4c(c3c2)C(=O)CCC4)c1	2
45	Cc1nnc(NC(=O)c2ccc(C)c(S(=O)(=O)N3CCCCCC3)c2)s1	-6
46	CCOC(=O)CNC(=O)CSc1ncnc2c1cnn2-c1ccc(Cl)cc1	-4
47	COC(=O)C1=C(C)N(C)C(=O)NC1c1ccc([N+](=O)[O-])cc1 (stereo not drawn)	-2
48	O=C(NCc1ccc(N2CCCC2=O)cc1)c1ccc(F)cc1	-7
49	CC1(CC(=O)Nc2ccccc2)Nc2ccccc2C(=O)N1c1ccccc1 (stereo not drawn)	-3
50	CCc1ccc(N2C(=O)C(Cl)=C(Nc3cccc(C(=O)O)c3)C2=O)cc1	-12
51	Cn1c(C#CC(C)(C)O)cc2ccccc21	-5
52	COc1ccc2cc(C(=O)N3CCOCC3)sc(=O)c2c1OC	0
53	O=C(O)c1ccccc1Nc1cccc2c1C(=O)c1ccccc1C2=O	4
54	COC(=O)c1[nH]c2cc(OC)ccc2c1NC(=O)CCN1CCN(Cc2ccc3c(c2)OCO3)CC1	-7
55	COc1ccccc1CNC(=O)c1ccc(Cl)c([N+](=O)[O-])c1	1
56	CC1NC(=O)N(C)C2NC(=O)N(C)C(c3ccccc3)C12 (stereo not drawn)	8
57	CC(C)CCNC(=O)c1cccnc1SCc1ccccc1Cl	7
58	Cc1cccc(NC(=O)c2ccc(NS(=O)(=O)c3c(C)noc3C)cc2)c1	-7&-4
59	O=c1c2sc(=S)n(Cc3ccco3)c2nc(SCc2cc(=O)n3cc(Cl)ccc3n2)n1-c1ccc(F)cc1	-51
60	O=C(Nc1nc(-c2ccc(F)cc2)cs1)c1ccc(Cc2ccccc2)cc1	-1
61	CN(C)c1ccc(NC(=O)c2ccc([N+](=O)[O-])cc2)cc1	-7
62	O=C(Nc1ccc(NC(=O)c2cccnc2Cl)cc1)c1ccco1	5
63	Cc1ccc(N=C2NC(=O)CS2)c(C)c1	-5
64	COc1ccc(C(=O)N2CCN=C2SCc2cccnc2)cc1OC	-4

Five entries out of the list, sorted by SMILES length, smallest number first.
no.	SMILES	14-3-3g Raf
63	Cc1ccc(N=C2NC(=O)CS2)c(C)c1	-5
57	CC(C)CCNC(=O)c1cccnc1SCc1ccccc1Cl	7
62	O=C(Nc1ccc(NC(=O)c2cccnc2Cl)cc1)c1ccco1	5
60	O=C(Nc1nc(-c2ccc(F)cc2)cs1)c1ccc(Cc2ccccc2)cc1	-1
58	Cc1cccc(NC(=O)c2ccc(NS(=O)(=O)c3c(C)noc3C)cc2)c1	-7&-4

Going on with the list.
no.	SMILES	14-3-3g Raf
65	O=C1C(=O)N(CCCn2ccnc2)C(c2ccco2)/C1=C(\O)c1ccc(Cl)cc1 (stereo not drawn)	-6
66	CCCCn1nnnc1NCc1ccc(OC)c(OC)c1OC	-8
67	C=CCn1c(CNC(=O)CCC)nc2ccccc21	-10
68	CCOC(=O)Nc1ccc2c(C)cc(=O)oc2c1	0
69	O=C(C1COc2ccccc2O1)N1CCn2c(nc3ccccc32)C1 (stereo not drawn)	-6
70	CN(C)C=Nc1ccc2nonc2c1	-63
71	O=C(CSc1nnc(-c2cccnc2)n1Cc1ccco1)c1ccc2ccccc2c1	-7
72	COc1ccc(-c2nnc(-c3ccc(N)cc3)o2)cc1	2
73	O=C(OCc1ccc([N+](=O)[O-])cc1)c1c2c(nc3ccccc13)CCCC2	-2
74	O=S(=O)(NC1CCCCC1)c1cccc2nsnc12	-3
75	Cn1nc(-c2ccc(Cl)cc2)c2cc(C(=O)N3CCCC3)sc21	-2
76	COC(=O)c1cc(=O)c2ccc(OC)cc2o1	3
77	Cc1ccc(N=Cc2nc(-c3ccco3)oc2O)cc1	-4
78	CCOC(=O)Cn1c(=NC(=O)CSC(C)=O)sc2cc(F)ccc21	-1
79	O=C(Nc1ccc(-c2nc3ccccc3[nH]2)cc1)c1cccc(OCc2ccccc2)c1	4
80	COCCN1C(=O)c2ccccc2C(C(=O)NCCc2cccc(C)c2)C1c1cn(C)c2ccccc12 (stereo not drawn)	3
81	COc1ccc(-c2cn3ccc(C)cc3n2)cc1Br	-9
82	CC1=C(C(=O)OC2CCCC2)C(c2ccccc2)C2=C(CC(c3ccccc3)CC2=O)N1 (stereo not drawn)	-3
83	COc1ccc(Cc2nnc(SC)[nH]c2=O)cc1OC	3
84	CC1CC(C)CN(c2ccc(C(=O)O)cc2[N+](=O)[O-])C1 (stereo not drawn)	0
85	COc1ccccc1Cn1c(=S)[nH]c2cc(C(=O)NCCCN3CCOCC3)ccc2c1=O	-3
86	Cc1nc2sccn2c1-c1csc(Nc2ccc([N+](=O)[O-])cc2)n1	6
87	CCOC(=O)c1cccnc1SCC(=O)Nc1cccc(CC)c1	-8
88	CC1Cc2ccccc2N1C(=O)Cn1nnc(-c2ccccc2NC(=O)C2CCC2)n1 (stereo not drawn)	-4
89	CCc1ccc(NS(=O)(=O)c2ccc3[nH]cc(C(=O)N(C)Cc4ccco4)c(=O)c3c2)cc1	-20
90	CN(C)C(=O)C(=O)c1c(-c2ccccc2)cc2ccccn12	-9
91	Cc1ccc([N+](=O)[O-])cc1NC(=O)c1cccc(C(=O)OC(C)C)n1	6
92	COC(=O)c1cc(Br)c(=O)n(-c2ccccn2)c1	-8
93	C=CCNC(=O)C1CCCN(S(C)(=O)=O)C1 (stereo not drawn)	2&0
94	CCOc1ccccc1C(=O)N(CCC(=O)OC)c1ccccn1	0
95	C=CCc1c(C)nc(SC)nc1Nc1ccc(C)cc1	-7
96	Cc1cccc(N2CCN(C(=O)CCCCn3c(=O)[nH]c4ccccc4c3=O)CC2C)c1 (stereo not drawn)	-2
97	Cc1ccc(CCNC(=O)c2c[nH]n3c(=O)c(Cc4cc(C)ccc4C)c(C)nc23)cc1	-4
98	O=C(CN1C(=O)c2ccccc2C1=O)Nc1ccc(NC(=O)CN2C(=O)c3ccccc3C2=O)cc1	-3
99	O=C(Nc1nnc(N=Cc2ccc(Br)s2)s1)c1ccc(S(=O)(=O)N2CCOCC2)cc1	-7
100	O=C(Nc1ccccc1C(=O)O)c1ccc(Cl)c([N+](=O)[O-])c1	-13
101	O=S(=O)(c1cccc(S(=O)(=O)N2CCC(n3nnc4ccccc43)CC2)c1)N1CCCCC1	-25
102	COc1ccccc1C(=O)Nc1ccc2c(c1)nc(CCNC(C)=O)n2C	6
103	CC1=C(C(=O)OCCOC(C)C)C(c2coc3ccc(C)cc3c2=O)C2=C(CCCC2=O)N1 (stereo not drawn)	-6
104	CCOCC(=O)Nc1cccc(Br)c1	-4
105	CN1C(=O)CC(N2CCN(CCN=CC3=C(O)CC(C)(C)CC3=O)CC2)C1=O (stereo not drawn)	2
106	COCCCNC(=O)c1cc(C)nc2ccc(F)cc12	-5
107	CC(=O)OC1c2ccccc2C(=O)N1Cc1ccccc1Cl (stereo not drawn)	5
108	Cc1cc(C)c(C#N)c(SCC(=O)c2ccc([N+](=O)[O-])cc2)n1	-8
109	CCOC(=O)c1cnc2c(ccc3ccccc32)c1N	-3
110	O=C(Nc1ccc(Br)cc1)C1CCN(S(=O)(=O)c2cccc3nsnc23)CC1	15
111	COc1ccc(OC)c(S(=O)(=O)N2CCN(c3c(C)cccc3C)CC2)c1	-4
112	O=C(NCCc1ccccc1)c1ccc(Sc2cccc(Cl)c2)c([N+](=O)[O-])c1	3
113	CC(C)c1nnc(NC(=O)CC(=O)Nc2ccccc2C(=O)O)s1	0
114	Cc1c(NC(=O)c2ccccc2)cc(S(=O)(=O)c2ccc(Cl)cc2)c(O)c1C	-12
115	COCCN1C(=O)c2ccccc2C(C(=O)NCc2ccccc2OC)C1c1c[nH]c2ccccc12 (stereo not drawn)	1
116	Cc1cccc(OCC2=NS(=O)(=O)c3ccccc3N2)c1	-4
117	COc1ccc(Cl)cc1C(=O)n1cnc2ccccc21	-2
118	Cc1cccc(N2CCN(C(=O)c3ccc(CS(=O)(=O)c4ccccc4C)o3)CC2C)c1 (stereo not drawn)	0
119	CCC(=O)N1CCc2cc(S(=O)(=O)NCCCN3CCN(Cc4ccccc4)CC3)ccc21	0
120	Cc1cc([N+](=O)[O-])nn1Cc1ccc(C(=O)O)cc1	-6

(further entries)
no.	SMILES	14-3-3g Raf
121	Cn1cccc1Cc1nnc(SCC(=O)NC2CCCCC2)n1-c1ccc(F)cc1	-2
122	CC1CCCN(C(=O)CN2C(=O)c3ccccc3C2=O)C1 (stereo not drawn)	1
123	O=c1c2ccccc2nc2n1CCCCN2	-7
124	COc1ccc2cc3cc(C(=O)N4CCN(Cc5ccc6c(c5)OCO6)CC4)sc3nc2c1	-4
125	Cc1ccc(Oc2ccc3c(c2)C(=O)N(c2cccc(O)c2)C3=O)cc1	-4
126	COc1ccc(OC)c(C2NC(=O)NC(C)=C2C(=O)Nc2ccccc2Cl)c1 (stereo not drawn)	-3
